Ecoli viability: E. coli V3065 growth inhibition, primary screen, counter-screen for AddAB inhibitor project, absorbance, OD600; 18 h; inhibition, % at 11.9 µM; 330,000 tested, 0.27% active; AID 449728, 2010;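 active means inhibition above the campaign's mean inhibition across all tested compounds plus 3 SD, cut at about 9.9% in these data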;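 further: uninfected addAB+ strain grown without phage in ampicillin broth; 0% = DMSO wells and 100% = ciprofloxacin 0.95 µg/ml wells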
CAL PDZ inh: CAL PDZ peptide-binding inhibitors, primary screen, biochemical, fluorescence polarization, Cer-tagged CAL PDZ, HTS; inhibition, % at 20 µM; Golgi-associated PDZ and coiled-coil motif-containing protein (Homo sapiens), Q9HD26; 330,000 tested, 0.02% active; AID 504414, 2011; purified CAL PDZ, TMR-peptide fluorescence polarization, 1 h;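 active means highest replicate inhibition of at least 40%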;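 further: plate controls were DMSO neutral control wells for no effect and unlabeled competitor peptide control wells for full effect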
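Control set: unlabelled peptide and DMSO controls / Material: purified CerCALP PDZ construct / Timing: 1 h incubation at room temperature before polarization reading / Doses: 20 µM, one dose / Detection: fluorescence polarization (mP)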
phage Ecoli inh: growth loss of phage-infected E. coli, primary screen, RecBCD inhibitor project, absorbance, with phage, HTS; AID 651602, 2012; 360,000 tested, 0.26% active; inhibition, % at 11.9 µM; in the data active means inhibition above about 11%
AddAB inh: growth inhibition of E. coli expressing H. pylori AddAB, primary screen, AddAB inhibitor project, absorbance; inhibition, % at 11.9 µM; AID 435030, 2010; 330,000 tested, 0.29% active; in the data active means inhibition above about 12%;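 further: 0% = vehicle wells of infected cells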
PvdQ acylase: P. aeruginosa PvdQ acylase inhibitors, primary screen, biochemical, fluorescence, plate reader and imaging, single point; PvdQ acylase [Pseudomonas aeruginosa LESB58]; purified PvdQ acylase; inhibition, % at 10 µM; 340,000 tested, 0.063% active; AID 488965, 2010; in the data active means inhibition above about 30%, passing the limit was not always enough;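 further: 0% = vehicle neutral wells and 100% = reference inhibitor wells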
DAGLB inh: DAGLB lipase inhibitors, primary screen, biochemical, fluorescence, HTS | HEK293T DAGLB membrane lysate, EnzChek fluorogenic substrate | inhibition, % at 5.17 µM | 340,000 tested, 0.059% active; in the data active means inhibition above about 34%;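 further: 0% = enzyme with vehicle and 100% = wells lacking enzyme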
Target sequence (Q8NCG7 whole entry, looked up): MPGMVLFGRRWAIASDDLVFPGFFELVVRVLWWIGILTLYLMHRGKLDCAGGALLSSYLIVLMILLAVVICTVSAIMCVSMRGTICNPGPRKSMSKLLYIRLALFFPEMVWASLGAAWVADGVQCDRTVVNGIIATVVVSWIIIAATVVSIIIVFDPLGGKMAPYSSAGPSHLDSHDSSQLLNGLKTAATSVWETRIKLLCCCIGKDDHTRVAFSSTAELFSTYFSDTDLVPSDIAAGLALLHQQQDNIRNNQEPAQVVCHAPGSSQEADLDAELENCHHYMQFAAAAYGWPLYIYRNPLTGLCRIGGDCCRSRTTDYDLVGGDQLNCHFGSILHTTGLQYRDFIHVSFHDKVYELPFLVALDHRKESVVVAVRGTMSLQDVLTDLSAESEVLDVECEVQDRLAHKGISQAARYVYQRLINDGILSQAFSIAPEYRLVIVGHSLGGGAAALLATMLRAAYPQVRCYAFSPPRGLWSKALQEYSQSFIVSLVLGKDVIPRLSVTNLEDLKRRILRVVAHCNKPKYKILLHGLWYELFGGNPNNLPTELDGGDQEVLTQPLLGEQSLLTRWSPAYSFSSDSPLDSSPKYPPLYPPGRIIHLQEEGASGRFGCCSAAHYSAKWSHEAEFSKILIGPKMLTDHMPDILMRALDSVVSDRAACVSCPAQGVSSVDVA
Tat export inh: E. coli Tat export inhibitors, primary screen, MC4100, TorA-mCherry reporter, fluorescence, single point; 340,000 tested, 0.036% active; inhibition, % at 10 µM; AID 488895, 2010;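 active means mean replicate inhibition at least 50% and at least half of replicates individually reaching 50%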;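 further: exported cargo escapes ClpAP degradation while cytoplasmic cargo is degraded and loses fluorescence; 0% = median of neutral control wells and 100% = median of NaSCN control wells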
PfHsp90 set2: growth inhibition of PfHsp90-expressing yeast, primary screen, antimalarial PfHsp90 inhibitor project, S. cerevisiae, BacTiter-Glo luminescence, single point, set 2; 310,000 tested, 0.32% active; AID 504621, 2011; BacTiter-Glo ATP, 48 h; yeast lacking PDR1 and PDR3 efflux regulators; inhibition, % at 9.4 µM;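 active means every replicate shows inhibition above about 80%, whatever the replicate mean, limit read from the data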;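 further: 0% = DMSO neutral controls and 100% = 20 µM radicicol positive controls; yeast relying on Plasmodium falciparum Hsp90 in place of its own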
Rtt109 HAT inh: inhibitors of C. albicans Rtt109/Vps75 HAT, primary screen, biochemical, ThioGlo CoA-SH fluorescence, plate reader; purified Rtt109/Vps75, 4 h; Histone acetyltransferase RTT109 (Candida albicans (strain SC5314 / ATCC MYA-2876)), …; inhibition, % at 34.9 µM; 330,000 tested, 0.16% active;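 active means inhibition of at least 50% in every replicate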
Target sequence (Q5AAJ8 whole entry, looked up): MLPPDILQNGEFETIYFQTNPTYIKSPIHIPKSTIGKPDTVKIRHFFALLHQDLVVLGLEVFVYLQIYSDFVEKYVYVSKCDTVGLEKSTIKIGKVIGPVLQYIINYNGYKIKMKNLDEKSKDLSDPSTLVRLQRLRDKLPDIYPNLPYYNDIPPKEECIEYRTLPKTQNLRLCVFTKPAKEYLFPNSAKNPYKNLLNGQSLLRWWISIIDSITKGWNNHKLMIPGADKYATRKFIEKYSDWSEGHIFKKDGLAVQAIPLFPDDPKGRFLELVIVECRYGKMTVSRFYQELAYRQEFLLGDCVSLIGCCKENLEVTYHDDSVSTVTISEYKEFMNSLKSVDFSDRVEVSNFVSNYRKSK
Wnt act: Wnt/beta-catenin pathway activators, primary screen, cell-based, plate reader, single point | activation, % at 9.35 µM | Wnt/beta-catenin reporter cell assay, activator | 300,000 tested, 1.2% active | AID 743398, 2014; in the data active means activation above about 30%, passing the limit was not always enough;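 further: 0% = neutral control wells and 100% = positive control wells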
The depositor's hits bear a star; nt = no result given.

SMILES	Ecoli viability	CAL PDZ inh	phage Ecoli inh	AddAB inh	PvdQ acylase	DAGLB inh	Tat export inh	PfHsp90 set2	Rtt109 HAT inh	Wnt act
CN1C(=O)CC(c2cn(Cc3ccccc3)c3ccccc23)C1=O (stereo not given)	0.0	-0.9	-3.1	-1.4	1	-1	-7	18	-1	-2
CCS(=O)(=O)N1CCC(C(=O)NCc2cccnc2)CC1	1.7	-0.7	-0.9	1.1	-13	-2	-8	-14	2	-2
CCN(CC)S(=O)(=O)c1ccc(O)c(C(=O)OCC(=O)Nc2ccc(OC(F)(F)F)cc2)c1	0.4	-0.8	3.3	2.4	8	-1	-4	-20	nt	-1
O=C1CCc2cccc(O)c2N1	nt	0.2	-0.6	nt	-17	0	-2	-17	-6	-4
Cc1cc(NC(=O)Cn2c(=O)c3c(ncn3CCC(C)C)n(Cc3ccccc3)c2=O)no1	1.2	-1.6	3.4	0.3	-13	-3	3	34	22	nt
CC1(C)C(C(=O)O)N2C(=O)C(NC(=O)Cc3ccccc3)C2S1=O (stereo not given)	1.6	-0.3	0.1	-1.0	-9	-1	5	-4	3	0
CCCCn1c(N)c(N(CC)C(=O)c2cccc(S(=O)(=O)N3CCCc4ccccc43)c2)c(=O)[nH]c1=O	1.1	0.2	1.6	1.9	-15	3	-2	-2	-2	-2
O=C1NC2(CCCCC2)Cc2ccccc21	2.0	-2.7	1.4	1.9	-9	0	-2	9	nt	7
CC(=O)Nc1cccc(NC(=O)CSc2nc(=O)n(Cc3ccccn3)c3c2CCC3)c1	0.3	-2.2	-0.5	1.5	-17	3	0	nt	-3	-1
Cc1nonc1C1CCCN1Cc1nc(-c2ccc(F)cc2F)oc1C (stereo not given)	1.4	4.3	1.6	-0.1	-10	-6	-4	nt	-3	-2
COc1ccc2c(C)c(Cl)c(=O)oc2c1	0.1	-2.7	0.9	0.5	-10	1	13	-8	-10	nt
COC(=O)C(C(=O)OC)C(C(C)C)C(C(=O)OC)C(=O)OC	0.3	-0.1	2.2	2.9	-14	1	0	57	-4	0
Cc1cccc(OCC(=O)NCc2n[nH]c(=O)c3ccccc23)c1	1.9	-1.8	1.5	4.9	-15	-2	-6	nt	-4	0
O=C(O)CCS(=O)(=O)c1nc(-c2cccs2)cc(C(F)(F)F)n1	1.7	-0.8	3.1	3.8	18	-2	1	32	9	-1
O=C1C(=O)N(CCCN2CCOCC2)C(c2ccc(Cl)cc2)/C1=C(\O)c1ccc2c(c1)OCCO2 (stereo not given)	-1.9	-2.1	0.6	2.2	-11	0	-1	-3	0	1
O=C(CSc1nc2sc3c(c2c(=O)[nH]1)CCCC3)NCCO	1.7	0.6	0.3	1.5	-3	3	-2	17	-3	-1
COc1cccc(NC(=O)CC2COc3ccccc3O2)c1 (stereo not given)	-1.1	-0.5	2.4	-1.5	-26	-3	8	6	-5	nt
Cc1ccc(O)c(/C=N/NC(=O)COc2ccc3c(C)cc(=O)oc3c2)c1	-4.0	0.1	0.3	3.8	-6	2	-11	24	-5	-1
O=C(COC(=O)C1CCC1)Nc1cccc(Cl)c1	-1.5	-2.4	2.5	-1.4	4	-2	0	0	7	-2
CCN(CC)c1nc(C)nc2c1sc(=S)n2C	-2.1	-0.3	0.9	-0.3	-12	-6	0	nt	-1	0
CCN(CC)C(=O)CSc1nc2ccccc2c(=O)n1OC(C)C	0.8	0.2	1.6	2.1	16	-1	6	7	5	nt
Cc1sc2ncnc(N(C)Cc3ccco3)c2c1C	1.5	-1.9	1.9	2.0	-17	-4	2	1	13	nt
O=C(CCc1ccccc1)Nc1nnc(-c2ccc3c(c2)OCCO3)o1	-4.5	-1.0	-5.5	-6.5	-10	-3	4	4	1	1
O=c1oc2ccccc2c(NCCO)c1[N+](=O)[O-]	0.2	-1.8	0.4	1.5	-7	-1	-7	-17	0	-2
Cc1ccc(OCC(=O)Nc2ccc3c(c2)OCO3)c(C)c1	0.9	-0.9	5.7	1.2	-9	-16	-2	-17	-3	13
O=C1CS/C(=N\N=C\c2ccco2)N1c1ccccc1	1.9	-0.4	1.5	2.1	2	2	-2	-5	-2	-1
N#C/C(=C/c1ccc(OC(=O)c2ccc(Br)s2)cc1)c1nc2ccccc2[nH]1	nt	-1.8	2.6	nt	-5	-5	-7	11	-5	9
S=C(NCCCN1CCOCC1)NC1CC1	0.0	0.0	3.7	0.4	2	1	10	3	0	1
O=C1NC(=O)/C(=C/c2cccc3ccccc23)S1	0.5	-0.1	0.9	0.2	15	10	2	-35	-4	-1
Cc1ccc(SCC(=O)NCCc2ccccc2)cc1	-0.7	0.3	-0.5	2.6	-12	-7	-1	-20	1	0
COc1cccc(CNc2ncn[nH]2)c1OCc1ccccc1F	-0.5	-1.4	-0.2	5.8	-18	-2	-7	5	-4	-4
O=C(COc1ccc(C(=O)c2ccccc2)cc1)NCC(=O)Nc1ccccc1Br	-2.7	-2.6	3.5	-2.6	-2	-1	2	-6	1	-5
CC1=C(C(=O)NCCc2ccc(C)cc2)C2(CCC(C)CC2)OC1=O (stereo not given)	0.3	0.3	1.7	3.0	-9	0	-1	-16	-11	-2
Cn1ccsc1=NC(=O)c1cc(S(=O)(=O)N2CCOCC2)ccc1F	-1.3	-0.2	2.5	3.2	-4	3	6	-5	-5	-1
CCOC(=O)c1cc(-c2ccc(C)cc2)n(CC(=O)NCc2ccco2)c1C	-0.9	-0.3	2.7	-1.6	-10	5	-5	-1	-3	-17
O=C(NCCCNC(=O)c1ccccn1)c1ccc(F)cc1	0.2	-2.0	-1.6	3.0	-10	2	0	9	2	3
CCOC(=O)Cc1csc(NC(=O)c2ccc3c(c2)OCO3)n1	1.9	-1.4	2.7	2.2	-6	-2	-6	nt	-6	8
Cc1nnc(-c2cnn(C)c2N)n1Cc1ccccc1F	0.2	-3.5	1.1	-0.4	-15	-1	-5	8	-3	-4
C/C(=N\Nc1ccc(Cl)c(C(=O)O)c1)c1ccc(N2CCOCC2)cc1	1.1	-1.2	-0.1	0.7	9	-2	-1	-13	7	7
Cc1cc(C)cc(NC(=O)COC(=O)c2ccc(CN3CCCC3=O)cc2)c1	0.3	-0.2	0.3	2.3	1	-1	4	5	-9	-3
Cc1c(C(=O)N(C)Cc2cccc(F)c2)oc2c(Cl)cccc12	0.3	-2.3	0.9	-0.4	-11	-6	9	-13	-3	-2
CCCN(C(=O)/C=C/c1nc2ccccc2s1)C1CCS(=O)(=O)C1 (stereo not given)	0.5	-0.3	3.0	1.6	-17	-9	-4	0	-1	-2
O=C(N/N=C/c1ccc(OC(=O)c2ccccc2)cc1)c1cccc(O)c1	-2.9	-0.3	2.7	-0.9	9	-3	-5	1	-5	47*
O=C(Cc1ccc([N+](=O)[O-])cc1)Nc1nnc(C2CC2)s1	0.7	-1.1	1.7	3.3	-18	0	3	12	4	nt
O=C1/C(=C/c2cccnc2)SC(=S)N1c1ccc(O)cc1	0.3	0.0	-0.7	2.6	-7	-25	0	-3	-7	0
CN(C(=O)c1cccc(OC2CCN(S(=O)(=O)N(C)C)CC2)c1)C1CCOC1 (stereo not given)	nt	-1.3	2.7	nt	-11	1	-2	-41	2	7
O=C(O)c1cc(S(=O)(=O)N(Cc2ccccc2)c2ccc(Cl)cc2)ccc1Cl	-1.8	-2.4	0.3	1.4	-14	16	23	8	16	4
CC12CCC(C(=O)N(CCCCN3CCN(c4ccccn4)CC3)C1=O)C2(C)C (stereo not given)	-3.2	-1.1	2.5	1.2	-15	1	-4	0	2	2
CSc1ccc(/C=N/n2c(Cc3ccc(Br)cc3)n[nH]c2=S)cc1	0.3	-9.1	3.6	0.6	14	0	1	-4	6	2
Cc1nc(COc2cc3oc(=O)cc(C)c3cc2Cl)cs1	0.2	-0.2	-1.3	1.4	-9	-2	1	4	-5	3
COc1ccccc1N1C(=O)CCC1(C#N)c1ccccc1 (stereo not given)	2.4	-0.5	0.8	1.6	-7	0	4	20	0	1
O=c1[nH]cc(-c2ccc(Br)cc2)n1Cc1ccccc1	2.2	-0.4	0.9	-0.9	-12	2	-17	-19	nt	1
Cc1ccc(NC(=O)Cc2nc(-c3c[nH]c(C(=O)N4CCCC4)c3)cs2)c(C)c1	-2.8	-2.4	2.6	-1.3	-22	1	0	-11	-3	3
C#CCOCCOCCOCCNc1nc(N2CCN(C(=O)CCCCCCCCCCNC(=O)[C@H]([C@@H](C)CC)n3cc(CCCCN=C(N)N)nn3)CC2)nc(N2CCN(C(=O)CCCCCCCCCCNC(=O)[C@H](CO)n3cc(CCCCCN)nn3)CC2)n1	7.1	-1.9	nt	8.7	0	2	8	-4	87*	nt
O=C(COc1ccc2ccc(=O)oc2c1)Nc1nccs1	0.5	-0.7	1.6	1.3	-10	-2	-1	9	-3	-1
Cc1ccc(N=C2NC(=O)/C(=C/C=C/c3ccco3)S2)cc1	-1.7	-2.5	3.0	-0.8	2	9	2	2	-2	0
CC(=O)Nc1ccc2c(c1)nc(CCNC(=O)c1ccco1)n2C	0.4	-2.4	1.0	3.6	-1	1	-4	5	4	-3
CCCn1c(=O)n(C)c(=O)c2c(SCc3cc(C(C)=O)ccc3OCC)nc(C3CC3)nc21	0.5	nt	3.9	3.6	nt	nt	nt	nt	nt	-3
COc1ccccc1NC(=O)CN(Cc1ccco1)C(=O)c1ccc(-n2nc(C)cc2C)cc1	-3.4	-1.1	2.3	0.5	-14	0	1	10	0	12
Cc1ccc(OCC(=O)NCCCNC(=O)COc2ccc(C)cc2)cc1	nt	-1.0	3.1	nt	-3	-2	1	-12	0	3
CCCCNc1nnc(CCn2nc(C)c(Br)c2C)s1	0.6	-0.5	0.5	-0.3	6	1	-1	14	11	nt
O=C(CC1C(=O)NCCN1C(=O)Nc1ccccc1)Nc1cc(Cl)cc(Cl)c1 (stereo not given)	-1.0	0.6	0.6	-1.3	-10	4	16	-18	-3	-4
Cc1cccc2sc(NC(=O)C3CC3)nc12	nt	-1.0	1.6	nt	-15	-7	-11	11	1	4

Retrieved by compound from above:
SMILES	Ecoli viability	CAL PDZ inh	phage Ecoli inh	AddAB inh	PvdQ acylase	DAGLB inh	Tat export inh	PfHsp90 set2	Rtt109 HAT inh	Wnt act
O=C(N/N=C/c1ccc(OC(=O)c2ccccc2)cc1)c1cccc(O)c1	-2.9	-0.3	2.7	-0.9	9	-3	-5	1	-5	47*
O=C(CC1C(=O)NCCN1C(=O)Nc1ccccc1)Nc1cc(Cl)cc(Cl)c1 (stereo not given)	-1.0	0.6	0.6	-1.3	-10	4	16	-18	-3	-4
O=c1[nH]cc(-c2ccc(Br)cc2)n1Cc1ccccc1	2.2	-0.4	0.9	-0.9	-12	2	-17	-19	nt	1
CC(=O)Nc1ccc2c(c1)nc(CCNC(=O)c1ccco1)n2C	0.4	-2.4	1.0	3.6	-1	1	-4	5	4	-3
O=C(O)c1cc(S(=O)(=O)N(Cc2ccccc2)c2ccc(Cl)cc2)ccc1Cl	-1.8	-2.4	0.3	1.4	-14	16	23	8	16	4
